STAT1 act = activators of IFN-gamma induced STAT1 signaling; NIH 3T3 STAT1-luciferase reporter, luminescence; 100% = IFN-gamma alone, no compound; activation (% of control), % at 5.5 µM; actives 2.6% (n = 200,000);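 active = activation above the screen-wide mean activation plus 3 SD, cut at about 130% in these data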;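 also: raw ratio to IFN-gamma control signal so 100% means no change and 0% no light; values of inactives mirror those of a sister screen read the other way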
NF-kB expr up = NF-kB expression increase, human neuronal cells; fold change at 12.5 µM; NF-kB reporter expression; active compounds read high; actives 1.6% (n = 190,000); AID 1239; in the data active = fold change above about 3.3
FLuc act counter = firefly luciferase counter-screen for stimulation assays; P08659; ATPlite luciferase biochemical, luminescence, 10 min; 0 = ATP-free wells, 1 = DMSO control; activation factor at 10 µM; 200,000 tested, under 10 active; AID 1027;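 active = luciferase activation factor, scaled between plate controls, of at least 2 with compound at 10 µM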
Target sequence (P08659 whole entry, looked up): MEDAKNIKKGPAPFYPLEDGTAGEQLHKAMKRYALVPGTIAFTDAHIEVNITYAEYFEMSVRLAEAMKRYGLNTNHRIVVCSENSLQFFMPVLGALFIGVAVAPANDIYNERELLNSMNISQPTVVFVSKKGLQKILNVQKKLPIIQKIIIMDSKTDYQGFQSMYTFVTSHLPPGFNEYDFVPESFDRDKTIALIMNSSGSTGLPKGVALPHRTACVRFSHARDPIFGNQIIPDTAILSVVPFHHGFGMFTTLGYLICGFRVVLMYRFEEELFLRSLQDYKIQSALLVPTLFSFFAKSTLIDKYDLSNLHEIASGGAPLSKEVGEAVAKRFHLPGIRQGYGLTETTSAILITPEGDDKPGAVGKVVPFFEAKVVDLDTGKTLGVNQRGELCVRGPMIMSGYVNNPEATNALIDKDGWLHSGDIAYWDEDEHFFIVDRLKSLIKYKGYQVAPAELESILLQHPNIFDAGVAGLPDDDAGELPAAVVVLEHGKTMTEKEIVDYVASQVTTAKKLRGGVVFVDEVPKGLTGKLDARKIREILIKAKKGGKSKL
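System: cell-free luciferase reagent; medium: PBS as buffer for the ATP substrate; doses: test compounds dosed from 2 mM stocks in 100% DMSO; incubation: 10 min, room temperature; measured by: luminescence from luciferase reaction; read-out: luciferase activation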
APP transl inh = APP translation inhibition | SH-SY5Y APP 5'UTR-luciferase reporter, luminescence | inhibition, % at 2 µM | actives 0.82% (n = 190,000);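 active = inhibition above a set limit, derived from the sample mean plus 3 SD, cut at about 45% in these data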; also: values of inactives mirror those of a sister screen read the other way
FLuc inhib CS = Photinus pyralis luciferase inhibition counter-screen; P08659; ATPLite firefly luciferase biochemical luminescence, 10 min; inhibition, % at 10 µM; actives 1.5% (n = 200,000); AID 1006;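 active = inhibition above about 50% when tested at 10 µM, limit read from the data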
STAT3 inh = reduces IL-6 driven STAT3 reporter signal. inhibition, % at 5.5 µM. U3A cells, IL-6 STAT3-luciferase reporter, luminescence; host cell line lacks STAT1. actives 0.89% (n = 190,000). AID 862;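 active = inhibition above the mean inhibition across all screened compounds plus 3 SD, cut at about 44% in these data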;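 also: 0% = DMSO only wells and 100% = 100 µM nifuroxazide control wells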
APP 5'UTR act = APP 5'UTR luciferase reporter activation; actives 1% (n = 190,000); SH-SY5Y APP 5'UTR luciferase reporter, luminescence; zero percent = DMSO vehicle wells; activation, % at 2 µM;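 active = activation above a set limit, based on mean plus 3 SD of controls, cut at about 140% in these data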; also: values of inactives mirror those of a sister screen read the other way
STAT1 inh = reduces IFN-gamma driven STAT1 reporter signal; NIH 3T3 STAT1-luciferase reporter, luminescence; actives 0.35% (n = 200,000); inhibition, % at 5.5 µM;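 active = inhibition above a set limit, the mean inhibition across all tested compounds plus 3 SD, cut at about 34% in these data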;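 also: 0% = IFN-gamma with DMSO and 100% = IFN-gamma with 300 µM nifuroxazide; values of inactives mirror those of a sister screen read the other way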
STAT3 activator = STAT3 signaling activation; U3A cells, IL-6 STAT3-luciferase reporter, luminescence; 100% = signal with IL-6 EC80 alone; activation (% of control), % at 5.6 µM; AID 871; actives 0.91% (n = 190,000);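 active = activation above the screen-wide mean of compound activation plus 3 SD, cut at about 130% in these data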;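 also: 0% = background luminescence of wells with medium and substrate only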
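Material: STAT3-luciferase reporter U3A cells. Controls: IL-6-treated wells, 100% activation. Read-out: % activation versus median of IL-6-stimulated wells. Probe or stimulus: IL-6 stimulus at 33 ng/mL final. Timing: compound 1 h, then IL-6 6 h at 37 °C. Signal: reporter luminescence signal.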
ROMK primary = modulators of human ROMK potassium channel. P48048. Tet-inducible ROMK, thallium flux fluorescence; actives lie on both sides. B-score at 10 µM. actives 2% (n = 130,000). AID 1918;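 active = signal ratio slope over the read window, or its plate-corrected B-score, at least 3 SD from the plate mean, either direction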;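 also: B-score of the F/F0 ratio slope over 7 to 12 s after thallium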
Target sequence (P48048 whole entry, looked up): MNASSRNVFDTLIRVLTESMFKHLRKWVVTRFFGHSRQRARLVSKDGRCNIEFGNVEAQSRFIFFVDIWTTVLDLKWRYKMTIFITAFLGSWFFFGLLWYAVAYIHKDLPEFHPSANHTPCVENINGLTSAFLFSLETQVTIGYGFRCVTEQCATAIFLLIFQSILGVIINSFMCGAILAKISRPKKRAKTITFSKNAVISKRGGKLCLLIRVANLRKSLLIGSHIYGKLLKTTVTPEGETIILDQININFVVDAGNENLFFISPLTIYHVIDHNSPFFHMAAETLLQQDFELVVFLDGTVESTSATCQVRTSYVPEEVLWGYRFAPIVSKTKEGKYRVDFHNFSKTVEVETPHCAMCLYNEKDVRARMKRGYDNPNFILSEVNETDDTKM
Active calls of the source: *; / = not tested or not shown. The order is random, and some 7.1% of all compounds hit somewhere here.

Value order – FLuc act counter, NF-kB expr up, STAT3 activator, STAT3 inh, STAT1 act, ROMK primary, STAT1 inh, APP transl inh, APP 5'UTR act, FLuc inhib CS
- CCN(Cc1ccncc1)C(=O)CC1C(=O)NCCN1Cc1ccc(F)c(F)c1 (stereo unspecified)
 : 1, 2.1, 95, 10, 97, -0.097, 2, -4, 5, 3
- CCOC(=O)c1c(N)sc(C(O)(C(F)(F)F)C(F)(F)F)c1-c1ccc(F)cc1
 : 1, 1.2, 103, 1, 104, /, -5, -5, 5, -1
- CCN1CCN(C(CNC(=O)c2ccc3c(c2)OCO3)c2cccnc2)CC1 (stereo unspecified)
 : 1, 1.7, 100, 5, 102, /, -3, 8, -8, -1
- O=C(c1cnn2ccccc12)N1CCN(C2CCCCC2)CC1
 : 1, 1.2, 101, 8, 104, /, -4, -14, 14, -2
- CCOc1ccccc1CN1CCN(C2CCOCC2)CC1CCO (stereo unspecified)
 : 1, 1.1, 105, -1, 103, 1.2, -5, -4, 4, -2
- CN1c2ccccc2C(C)(C)C12CC(CCl)=NO2 (stereo unspecified)
 : 1.1, 1.1, 98, 6, 101, /, -1, 11, -11, -7
- O=C(CSc1ccccc1C(=O)O)Nc1cccc(C(=O)O)c1
 : 1.1, 1.2, 102, 2, 101, -0.43, 0, -37, 37, -8
- CCOC(=O)c1sc(NC(=O)CSc2nc3ccccc3o2)c(C(=O)OCC)c1C
 : 1.1, 1, 89, 16, 91, 1.5, 10, -21, 21, -7
- CN(c1ccccc1)S(=O)(=O)c1ccc(Cl)nc1
 : 1, 1.1, 96, 5, 102, 0.37, -2, 17, -17, -1
- C=CCNC(=S)NNC(=O)c1ccccc1OCC
 : 1, 1.2, 91, 16, 96, 0.012, 2, -2, 2, -3
- O=C1N=C(N2CCCC2)S/C1=C\c1cn[nH]c1-c1ccccc1
 : 1, 1.1, 93, 6, 102, 1.9, -3, 5, -5, -1
- C#CCOc1c(Br)cc(/C=N\NC(=O)CN2CCOCC2)cc1OCC
 : 1.1, 0.82, 107, -2, 99, -0.33, 2, 5, -5, -6
- O=C(Nc1ccc(Cc2ccc(NC(=O)C3CC3)cc2)cc1)C1CC1
 : 1.1, 0.99, 95, 10, 92, 0.59, 11, 1, -1, -12
- COC(=O)CCCc1nc2ccccc2s1
 : 1, 1.2, 95, 12, 101, -0.11, -1, 1, -1, 1
- COc1ccc(OC)c(-c2cc(C(=O)Nc3c(C)n(C)n(-c4ccccc4)c3=O)no2)c1
 : 1, 0.91, 82, 25, 106, /, -6, 9, -9, -4
- CCc1sc(C(=O)NCc2cc(C)n(C)n2)cc1Br
 : 1, 1.2, 92, 14, 96, /, 2, 10, -10, 3
- CSc1ccccc1NC(=O)CSc1n[nH]c(C)c1[N+](=O)[O-]
 : 1, 0.92, 110, -2, 95, -0.71, 3, 7, -7, -4
- Cc1ccc(C(=O)C2CCN(C(=S)NCC3CCCO3)CC2)cc1 (stereo unspecified)
 : 1.1, 1, 96, 11, 92, 0.76, 8, -10, 10, -10
- O=C(Cn1nnc(-c2cccs2)n1)Nc1ccccc1C(F)(F)F
 : 1, 1.1, 109, -5, 92, 0.17, 10, 9, -9, -2
- CCCn1c(C)cc(C(=O)COc2ncnc3sccc23)c1C
 : 0.7, 3, 101, 5, 122, /, -24, -97, 97, 29
- NC(=O)C1CC(=O)N(c2ccc(OCc3ccc(Cl)cc3Cl)cc2)C1 (stereo unspecified)
 : 1, 1, 75, 32, 101, 0.14, -3, -30, 30, 2
- Fc1ccc(-n2c(-c3ccc4ccccc4n3)n[nH]c2=S)cc1
 : 1.1, 1, 109, -2, 102, 0.7, -2, -3, 3, -11
- CCc1c(C)c(C#N)c2nc3ccccc3n2c1NCC1CCCO1 (stereo unspecified)
 : 1.1, 0.78, 94, 12, 99, 0.025, 1, 23, -23, -6
- Cc1[nH]n(-c2ccccc2)c(=O)c1C(C[N+](=O)[O-])c1ccc(Cl)cc1 (stereo unspecified)
 : 1, 1.1, 107, -11, 99, -3*, 4, -6, 6, -4
- N/C(=N\OC(=O)c1cccnc1)c1ccc(Cl)cc1Cl
 : 0.9, 1.1, 89, 18, 128, 0.016, -35, -24, 24, 6
- Cc1ccc(NC(=O)COc2ccc(/C(N)=N/O)cc2)cc1C
 : 1, 1.4, 100, 4, 96, 0.16, 4, 14, -14, 1
- Cc1ccc(C2(C)CC(C)(C)N(C(=O)CSc3nnc(C)s3)c3ccccc32)cc1 (stereo unspecified)
 : 1.1, 0.94, 97, 1, 99, -0.51, 4, 12, -12, -6
- O=C(N/N=C/c1ccc(O)cc1)c1ccc(NC(=O)c2ccccc2Br)cc1
 : 1, 0.81, 91, 18, 92, /, 15, 2, -2, -3
- CCC(CC)C(=O)NCc1ccccc1Cl
 : 1, 0.93, 90, 17, 100, /, 1, 8, -8, -4
- COC(=O)c1ccccc1NC(=O)CSc1n[nH]c(C)n1
 : 1, 1.2, 98, 4, 100, /, 0, 10, -10, -4
- CCOC(=O)c1c(NC(=O)c2ccco2)sc2c1CCCC2
 : 1, 1.2, 101, 3, 93, -0.13, 6, -19, 19, -4
- O=C(Nc1nc(N2C(=O)c3ccccc3C2=O)n(-c2ccccc2)n1)c1ccc(Cl)cc1
 : 1, 1.1, 98, 6, 103, /, -4, 6, -6, 3
- Cn1c(=O)cc(-c2ccccc2)c2ccccc21
 : 1, 1.1, 94, 11, 95, /, 6, -2, 2, -3
- CC(/C=C/C(=O)c1ccc(C)cc1)=C\c1ccccc1
 : 0.8, 2.2, 133, -30, 109, 0.1, -10, -12, 12, 21
- Cn1c(CNS(=O)(=O)c2ccc(Br)cc2)n[nH]c1=S
 : 1.1, 0.98, 105, 6, 99, /, 1, -16, 16, -6
- CCC(C)(C)NC(=O)Cc1ccccc1OC
 : 1, 1.1, 101, 2, 95, /, 5, 2, -2, -1
- COc1cccc(C2CC(c3ccc(Cl)cc3)Nc3nc(N)nn32)c1 (stereo unspecified)
 : 1, 1.1, 95, 7, 96, /, 5, -19, 19, -3
- CCOc1ccc(C(=O)Nc2ccccc2OC(F)F)cc1
 : 0.9, 1.5, 93, 15, 111, -0.26, -14, 1, -1, 13
- CC1CCN(C(=O)Cn2cc(C#N)c3ccccc32)CC1
 : 1.1, 1.4, 97, 8, 95, /, 4, -11, 11, -8
- CN=c1scc(-c2ccc(Cl)cc2)n1C
 : 1.1, 0.86, 90, 16, 98, /, 2, -13, 13, -5
- CC(=O)c1ccc(NC(=O)c2ccc(S(=O)(=O)N3CCCC3)cc2)cc1
 : 1, 1, 92, 12, 99, /, 1, -24, 24, -5
- CC(C)c1ccc(/C=C/C(=O)NC(=S)Nc2ccc(CN3CCOCC3)cc2)cc1
 : 1.1, 1.1, 95, 6, 103, -0.07, -4, -21, 21, -7
- Cc1ccc(NC(=O)NCC(c2cccnc2)N2CCOCC2)cc1 (stereo unspecified)
 : 1.1, 1.1, 108, -6, 96, -0.33, 4, -11, 11, -7
- CCC(C)c1ccc(OCC(=O)Nc2ccc(Cl)cn2)cc1 (stereo unspecified)
 : 1, 1.5, 97, 3, 106, 0.2, -11, -1, 1, 1
- O=C(/C=C/c1cn(CC(O)CN2CCCCC2)c2ccccc12)c1cccs1 (stereo unspecified)
 : 1, 1.1, 110, -12, 105, /, -6, 10, -10, 1
- Cc1onc(-c2c(F)cccc2Cl)c1C(=O)OCC(=O)NC1CC1
 : 1.1, 1.2, 102, 5, 95, 0.01, 5, -7, 7, -6
- CC(C)C(=O)N1CCc2cc(-c3csc(N)n3)ccc21
 : 0.8, 0.8, 95, 12, 122, 0.43, -24, -10, 10, 18
- N#C/C(C(=S)Nc1ccccc1)=C1/NN=C(N2CCOCC2)N1c1ccccc1
 : 1.1, 1, 101, 4, 96, 0.22, 1, 3, -3, -7
- Cc1cc2cc(CN(Cc3ccc4c(c3)OCO4)Cc3nnnn3C3CCCC3)c(=O)[nH]c2cc1C
 : 1, 1, 105, 0, 106, /, -6, -7, 7, -4
- CC(=O)OCC1=C(C(=O)O)N2C(=O)C(NC(=O)c3ccc(COc4cccc(Cl)c4Cl)o3)C2SC1 (stereo unspecified)
 : 1.1, 1.1, 113, -10, 101, 0.43, 1, 1, -1, -6
- N#C/C(=C\c1cccnc1)C(=O)Nc1cccc(Cl)c1
 : 1, 1.3, 106, -2, 98, -0.88, -1, -9, 9, 0
- O=C(NC1CCCCC1)C1CC(=O)N(c2cccc([N+](=O)[O-])c2)C1 (stereo unspecified)
 : 1, 1.1, 94, 10, 94, -0.31, 6, -17, 17, -4
- COc1ccccc1Nc1nc(NCC2CCCO2)c2ccccc2n1 (stereo unspecified)
 : 1, 0.92, 93, 11, 95, /, 4, 10, -10, 1
- CC1(C)NC(=O)N(c2ccccc2Cl)C1(C)NO (stereo unspecified)
 : 1, 1.1, 99, 8, 100, /, 0, 16, -16, -3
- Cc1ccc2nc(NC(=O)C3=NN(c4ccccc4)C(=O)CC3)sc2c1
 : 1, 1.2, 83, 23, 114, /, -15, -19, 19, 0
- Cc1ccccc1-n1c(SCc2csc(Nc3ccccc3)n2)nnc1-c1cccnc1
 : 1, 0.65, 83, 23, 98, /, 3, 0, 0, -2
- O=C(O)/C=C/C(=O)N(Cc1ccc2c(c1)OCO2)C1CC(=O)N(CCc2ccccc2)C1=O (stereo unspecified)
 : 1.1, 1.2, 94, 10, 103, -0.025, -3, -4, 4, -7

3 structures already listed, ordered by formula weight, smallest number first.
Value order – FLuc act counter, NF-kB expr up, STAT3 activator, STAT3 inh, STAT1 act, ROMK primary, STAT1 inh, APP transl inh, APP 5'UTR act, FLuc inhib CS
- CC(/C=C/C(=O)c1ccc(C)cc1)=C\c1ccccc1
 : 0.8, 2.2, 133, -30, 109, 0.1, -10, -12, 12, 21
- CC1(C)NC(=O)N(c2ccccc2Cl)C1(C)NO (stereo unspecified)
 : 1, 1.1, 99, 8, 100, /, 0, 16, -16, -3
- CC(C)C(=O)N1CCc2cc(-c3csc(N)n3)ccc21
 : 0.8, 0.8, 95, 12, 122, 0.43, -24, -10, 10, 18
